AI-2 QS modul: Vibrio harveyi AI-2 quorum sensing modulators, primary screen, JMH597 strain, luminescence/OD600 ratio | AID 2094, 2009 | Vibrio harveyi JMH597 AI-2 luminescence/OD600 ratio, 9 h; stronger effect = lower value; strain lacks LuxN and CqsS sensors; 0 = neutral-control median | actives 0.4% (n = 300,000) | activity change, % at 7.5 µM; in the data active means activity change below about -75%, passing the limit was not always enough; inconclusive means no clear call, values can overlap the other calls;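 further: luminescence divided by OD600 gain over 9 h not by final OD600 alone; inactives centre near 13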
aSyn 5UTR inh: MLPCN primary screen, SNCA 5' untranslated region; alpha-synuclein 5'UTR reporter, inhibitor activity; inhibition, % (tested at 7.5 µM); actives 0.82% (n = 300,000); AID 1813, 2009; in the data active means inhibition above about 60%; inconclusive means no clear call, values can overlap the other calls;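 further: H4 neuroglioblastoma cells stably carrying SNCA 5'UTR luciferase fusion; 0% = DMSO wells and 100% = positive control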
HSF1 inhib: HSF1 inhibitors in luciferase reporter cells, primary screen, cell-based, NIH3T3, luminescence; NIH3T3-HGL HSE-luciferase, MG132-induced, luminescence 8 h; stronger effect = lower value; activity change, negative = inhibition, % at 7.5 µM (by protocol); actives 0.77% (n = 300,000);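 active means more than half of replicate wells show activity change below -50%, luminescence cut by over half; inconclusive means some wells, but at most half, below -50%; inactive means no replicate well below -50%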;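 further: luciferase reports HSF-1 transcriptional activity via heat shock element; 0% = median of DMSO wells and -100% = zero luminescence signal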
HIF activator: HIF pathway transcriptional activators, primary screen, cell-based, U2OS HRE-luciferase, luminescence. U2OS HRE-luciferase reporter; normalized: DMSO 0%, desferrioxamine 100%. activation, % at 7.5 µM (by protocol). actives 0.32% (n = 300,000);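 active means mean activation of at least 10% of the iron chelator positive control signal, with at least half of replicates also reaching 10%; inconclusive means mean and replicate majority disagree about reaching 10%; inactive means mean and most replicates under 10%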
HSP90 inh: HSP90 inhibitors, primary screen, cell lysate, luminescence. inhibition, % at 5.6 µM. AID 1789, 2009. Heat shock protein HSP 90 (rabbit reticulocyte lysate; luciferase refolding). Rabbit reticulocyte lysate, luciferase refolding luminescence, 3 h. actives 0.91% (n = 290,000);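 active means inhibition above the screen-wide mean plus 3 SD, computed separately per campaign, cut at about 16% in these data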;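 further: 0% = DMSO wells and 100% = 60 µM geldanamycin wells; inhibitors lower the luminescence because luciferase stays unfolded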
HSF-1 act: HSF-1 activators, primary screen, NIH3T3-HGL cells, MG132 stress, luminescence, single point | NIH3T3-HGL HSF-1 luciferase reporter, 8 h; 100% = twice DMSO control signal | activation, % at 9 µM | actives 1.7% (n = 300,000);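 active means mean replicate activation of at least 50% with a set share of replicates each reaching 50%; inconclusive means only one of those two conditions met; inactive means mean below 50% and too few replicates reaching it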;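 further: 0% = median of the neutral control wells and 100% = twice that signal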
SKKanGAS inh: S. pyogenes SKKanGAS growth inhibitors in kanamycin, primary screen, streptokinase expression inhibitor project, SKKanGAS strain, BacTiter-Glo luminescence | 6 h | inhibition, % at 7.5 µM | actives 1.3% (n = 300,000) | AID 1662, 2009;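 active means mean replicate score, as percent of positive control median, at least 50; inconclusive means mean below 50 but one replicate at or above 50; inactive means mean and every replicate below 50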;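 further: strain carries kanamycin resistance gene driven by streptokinase promoter and grows in 40 µg/ml kanamycin; loss of luminescence reflects streptokinase promoter inhibition or plain growth inhibition; 0% = median of DMSO wells and 100% = positive control at its reference dose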
KLF5 inhibitor: KLF5 expression inhibitors, primary screen, DLD-1 cells, luminescence; inhibition, % at 5 µM; DLD-1 KLF5 promoter-luciferase reporter; actives 0.23% (n = 290,000);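 active means inhibition above a per-plate limit of that plate's mean compound inhibition plus 3 SD, cut at about 60% in these data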;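 further: 0% = DMSO wells and 100% = LY294002 at 200 µM; higher means less KLF5 promoter-driven luciferase light; inactives centre near -14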
IEC-6 tox: cytotoxicity in IEC-6 intestinal epithelial cells, primary screen, cytotoxicity control for KLF5 inhibitor project, cell-based, luminescence; IEC-6 cytotoxicity, luminescence viability; inhibition, % at 5 µM; actives 0.78% (n = 290,000); in the data active means inhibition above about 22%;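 further: 0% = plate median of test compound wells and 100% = cytotoxic reference compound wells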
Platelet DG rel: inhibitors of platelet dense granule secretion, primary screen, cell-based, MLPCN, human platelets. human platelet-rich plasma, SFLLRN dense granule ATP release, luminescence. inhibition, %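 (compounds screened at 7.5 µM in platelet-rich plasma)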. actives 0.22% (n = 300,000);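 active means mean replicate score, as percent of positive control, at or above 50; inconclusive means mean below 50 but at least one replicate at or above 50; inactive means mean and every replicate below 50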
An asterisk follows results filed as active; ? = inconclusive; nt = not tested or not shown.

structure,AI-2 QS modul,aSyn 5UTR inh,HSF1 inhib,HIF activator,HSP90 inh,HSF-1 act,SKKanGAS inh,KLF5 inhibitor,IEC-6 tox,Platelet DG rel
CC(=O)NCCOC(=O)c1nn(Cc2ccccc2)c(=O)c2ccccc12,11,38,-9,-0.2,-2,9,0,-18,-1,12
COc1ccc(/C=C(\NC(=O)c2ccco2)C(=O)Nc2ccc(C(C)=O)cc2)cc1,10,nt,nt,nt,-2,nt,nt,-33,6,nt
Cc1ccc(C(=O)NC(C)c2ccncc2)o1 (stereo not given),5,-12,-5,0.6,1,-6,-4,4,4,8
O=C(NCCO)C1COc2ccccc2O1 (stereo not given),23,5,-7,3.2,-1,-10,-2,-2,4,13
O=C(Nc1ccccc1)N1CCN(Cc2ccc(Cl)cc2)CC1,-3,-34,5,-0.1,-1,-1,-21,12,0,-4
Cc1nc2sc3c(c2c(=O)[nH]1)CCCC3,19,3,4,-0.5,0,27,0,-12,1,-4
O=C1C(Cl)=C(N2CCCC2)C(=O)N1c1ccccc1F,8,5,2,0.8,-3,18,8,-24,2,-7
COc1ccc(S(=O)(=O)N2CCCC(C(=O)NCCCn3ccnc3)C2)cc1OC (stereo not given),7,0,14,-0.6,-1,48,5,-7,2,-7
COc1cccc(CN2CCNC(=O)C2CC(=O)N(C)Cc2nc(C)cs2)c1OC (stereo not given),14,-12,0,-0.7,-7,4,-3,-8,-3,-3
COc1ccc(-c2cc(C(F)(F)F)nc(N3CCN(Cc4ccccc4)CC3)n2)cc1OC,14,20,-3,0.0,-3,15,40,-18,-1,-1

Sorted by length of the SMILES (smallest number first): part of the list above
structure,AI-2 QS modul,aSyn 5UTR inh,HSF1 inhib,HIF activator,HSP90 inh,HSF-1 act,SKKanGAS inh,KLF5 inhibitor,IEC-6 tox,Platelet DG rel
O=C(NCCO)C1COc2ccccc2O1 (stereo not given),23,5,-7,3.2,-1,-10,-2,-2,4,13
Cc1ccc(C(=O)NC(C)c2ccncc2)o1 (stereo not given),5,-12,-5,0.6,1,-6,-4,4,4,8
Cc1nc2sc3c(c2c(=O)[nH]1)CCCC3,19,3,4,-0.5,0,27,0,-12,1,-4
O=C1C(Cl)=C(N2CCCC2)C(=O)N1c1ccccc1F,8,5,2,0.8,-3,18,8,-24,2,-7
O=C(Nc1ccccc1)N1CCN(Cc2ccc(Cl)cc2)CC1,-3,-34,5,-0.1,-1,-1,-21,12,0,-4
CC(=O)NCCOC(=O)c1nn(Cc2ccccc2)c(=O)c2ccccc12,11,38,-9,-0.2,-2,9,0,-18,-1,12
COc1cccc(CN2CCNC(=O)C2CC(=O)N(C)Cc2nc(C)cs2)c1OC (stereo not given),14,-12,0,-0.7,-7,4,-3,-8,-3,-3
COc1ccc(S(=O)(=O)N2CCCC(C(=O)NCCCn3ccnc3)C2)cc1OC (stereo not given),7,0,14,-0.6,-1,48,5,-7,2,-7
COc1ccc(-c2cc(C(F)(F)F)nc(N3CCN(Cc4ccccc4)CC3)n2)cc1OC,14,20,-3,0.0,-3,15,40,-18,-1,-1

(cont.)
structure,AI-2 QS modul,aSyn 5UTR inh,HSF1 inhib,HIF activator,HSP90 inh,HSF-1 act,SKKanGAS inh,KLF5 inhibitor,IEC-6 tox,Platelet DG rel
N=C(CC1CC(=O)NC(=O)C1)C1=C(O)CCCC1=O,13,23,-12,0.3,2,4,-2,-9,0,-8
COc1ccc(S(=O)(=O)NCc2ccccn2)cc1NC(=O)c1ccccc1,11,-62,-5,2.4,0,-9,2,47,45*,6
O=C(NNC(=O)c1cccnc1SCc1cccc([N+](=O)[O-])c1)c1cccnc1,15,2,1,-0.4,3,-14,-1,-14,2,-16
CCOc1ccc(S(=O)(=O)N2CCCCC2)cc1NC(=O)Cc1cccs1,7,-2,-6,0.3,nt,8,-5,nt,nt,-2
N#CC(C#N)=Cc1cc2ccccc2nc1N1CCOCC1,23,-19,-38,-0.2,-8,-49,-5,-17,2,2
O=C(O)c1cc(-c2ccc(/C=N/NC(=S)Nc3ccccc3)o2)ccc1Cl,22,-15,1,0.2,-1,-11,0,-2,6,1
O=C(N/N=C/c1cccs1)c1ccc2ccccc2c1,7,-240,11,6.2,1,32,-4,-55,29*,-5
O=C(Nc1ccc2c(c1)OCO2)C1CCCN(S(=O)(=O)Cc2ccccc2)C1 (stereo not given),16,20,-3,-0.3,-2,-7,2,-14,-5,-1
Cc1ccc(-c2csc(NC(=O)C3CC=CCC3C(=O)O)c2C(=O)OC(C)C)cc1 (stereo not given),44,-3,-7,-0.7,2,4,1,-11,-4,4
COc1cccc(OC)c1OCCCSc1nc(C)cc(=O)[nH]1,20,3,2,-0.1,0,10,-3,-8,3,16
OCC1(Cc2ccc(F)cc2)CCCN(Cc2ccc(F)cc2Cl)C1 (stereo not given),-7,13,14,-18,-1,25,12,-41,1,-14
Cc1ccc(NC(=O)C2c3ccccc3Oc3ccccc32)c(C)c1,12,-10,-1,-0.1,2,-4,0,-5,2,-14
COc1ccccc1NC(=O)C(=O)Nc1ccc2c(c1)N(C(=O)C1CC1)CCC2,17,-12,26,3.0,nt,48,1,nt,nt,6
O=C(Cn1cnc2ccccc2c1=O)N1CCN(c2ccc(F)cc2)CC1,16,9,-3,-0.1,-1,-8,0,-14,-1,1
O=C(O)c1cccc(-n2c(O)c(C=C3N=c4ccccc4=N3)sc2=S)c1,-2,28,-26,-0.4,47*,-26,18,-29,-2,0
COc1cccc(C(C(=O)NCc2ccco2)N(C(=O)Cn2nnc3ccccc32)C2CC2)c1OC (stereo not given),11,-18,-11,-0.7,4,-2,1,-6,2,12
Cc1ccc(C(=O)NCCSCc2ccc(Cl)cc2Cl)cc1[N+](=O)[O-],48,4,10,-0.1,-3,7,3,-5,4,4
Cc1ccc(O)c(N=NC2=C(O)CC(C)(C)CC2=O)c1,45,65*,32,5.7,3,28,1,-58,-4,24
COc1ccc(CNCCC(c2ccc(OC)cc2)c2ccccc2OC)cc1 (stereo not given),15,-24,-4,-2.5,2,10,0,-8,6,0
O=C(Nc1ccccc1C(=O)Nc1nnc(C(F)(F)F)s1)c1ccccc1Cl,-7,13,-14,-0.8,6,-27,101*,-30,-2,5
O=c1c2ccccc2ncn1C1CCCCC1,22,14,-5,0.1,-5,17,-13,-12,-5,-1
CCc1nnc(NC(=O)NC(C)(C)C)s1,18,-5,4,0.2,2,-4,-6,-37,-5,-2
Cc1nc(-c2cc(-c3nc(-c4ccc(C(C)(C)C)cc4)no3)no2)cs1,10,-9,-6,-0.4,1,-8,20,-12,4,12
CCOc1ccc2ccccc2c1/C=N/NC(=O)CNC(=O)Cc1ccccc1,20,21,9,-0.4,-1,14,0,-4,-1,1
C=CCn1c2ccccc2c2nnc(SCN3C(=O)c4ccccc4C3=O)nc21,50,9,9,0.3,1,24,27,-3,-2,-10
CC(C)Cc1ccc(C(C)C(=O)OCC(=O)c2c[nH]c3ccccc23)cc1 (stereo not given),24,3,-5,-1.1,-2,-5,17,-15,2,13
Cc1cc(C)nc(N2CCN(S(=O)(=O)c3ccc(F)cc3)CC2)n1,1,-7,11,-6.3,3,13,7,-23,8,-6
O=C(CSCc1c[nH]c(=O)[nH]c1=O)OCC(=O)c1ccc(Br)cc1,10,1,1,-0.4,-6,2,-6,-22,1,5
CCC(C(=O)Nc1ccc2c(c1)OCCO2)n1nnc2ccccc2c1=O (stereo not given),10,-133,10,3.0,1,12,-1,-129,3,2
CCOC(=O)C1CCN(Cc2cccc(Oc3ccccc3)c2)CC1,33,0,0,1.3,-2,8,3,-7,-4,2
COc1ccc(-c2cn(Cc3cccc(OC)c3)nn2)cc1,-26,-60,8,-1.8,-8,8,-8,-29,2,1
COc1ccccc1C(=O)N(NC(=O)Oc1ccccc1)C(C)(C)C,0,-10,2,-0.3,-5,10,1,-16,-4,10
c1ccc(Cn2nnc3c(NCCN4CCOCC4)ncnc32)cc1,5,26,-1,-0.4,-1,12,7,-16,1,0
CCOC(=O)C(C)Sc1cc(CS(=O)(=O)c2ccccc2)nc(-c2ccccc2)n1 (stereo not given),38,12,7,-0.1,7,-7,11,18,1,2
CCOc1ccc(S(=O)(=O)Nc2cc(OC)c(OC)cc2C(=O)O)cc1,35,-5,-4,-0.1,1,-9,3,-12,-3,4
CSc1ccc(C2c3[nH]c4ccccc4c3CCN2C(=O)c2ccnn2C)cc1 (stereo not given),35,-166,41,2.5,1,?,2,9,10,1
Cc1ccc(CC(=O)Nc2cccc(C)n2)cc1,8,-172,26,1.2,1,35,-5,-36,3,-1
C=CCN1C(=O)CSC1=Nc1cccc(O)c1,19,7,-8,0.2,3,7,2,-27,4,-3
COc1ccc(C)cc1NC(=O)COC(=O)c1c(C)noc1C,15,-25,17,-0.4,-4,6,-5,-15,-2,-6
CCOC(=O)CSC1=NC(=O)/C(=C/c2ccc(OC)cc2)S1,14,-26,11,nt,-3,36,1,-140,6,4
COC(=O)Nc1ccc(S(=O)(=O)NCCCCCC(=O)O)cc1,12,-9,-10,0.2,-2,-8,-1,-64,-5,-9
CCOC(=O)N1CCC(NC(=O)c2ccc3c(c2)sc2nc(-c4ccc(OC)cc4)cn23)CC1,22,-98,4,0.2,4,5,-1,-2,2,-2
COc1ccc(C)cc1NC(=O)CCNS(=O)(=O)c1ccc2c(c1)CC(C)N2C(C)=O (stereo not given),8,-1,7,0.0,-3,0,2,-15,0,5
O=S(=O)(NN=C1CCCCC1)c1ccccc1,9,-24,-3,-0.3,-3,-8,5,-32,-5,-9
CCCc1cc(=O)[nH]c(SCC(=O)c2cc(C)n(CCC)c2C)n1,9,23,1,-0.7,3,1,0,-25,9,-11
O=C(CN1CCN(C(=O)c2ccco2)CC1)Nc1ccc2c(c1)OCCO2,32,-35,-36,0.2,3,-32,-5,-14,-7,2

High-throughput results (PubChem BioAssay)
